From PubChem BioAssay
DDE Tn7 FP inh – inhibitors of Tn7 peptide binding to human fibrin DD(E) | P02675 | FP displacement of FITC-Tn7 peptide from fibrin DD(E); 0% = median of compound wells per plate | inhibition, % at 8.3 µM | 370,000 tested, 0.13% active;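 active = inhibition above the mean of compounds falling within the control limits plus 3 SD of them, cut at about 14% in these data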;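 note: 0% = plate median of compound wells and 100% = 10 µM Aha-Tn7 peptide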
Target sequence (P02675 whole entry, looked up): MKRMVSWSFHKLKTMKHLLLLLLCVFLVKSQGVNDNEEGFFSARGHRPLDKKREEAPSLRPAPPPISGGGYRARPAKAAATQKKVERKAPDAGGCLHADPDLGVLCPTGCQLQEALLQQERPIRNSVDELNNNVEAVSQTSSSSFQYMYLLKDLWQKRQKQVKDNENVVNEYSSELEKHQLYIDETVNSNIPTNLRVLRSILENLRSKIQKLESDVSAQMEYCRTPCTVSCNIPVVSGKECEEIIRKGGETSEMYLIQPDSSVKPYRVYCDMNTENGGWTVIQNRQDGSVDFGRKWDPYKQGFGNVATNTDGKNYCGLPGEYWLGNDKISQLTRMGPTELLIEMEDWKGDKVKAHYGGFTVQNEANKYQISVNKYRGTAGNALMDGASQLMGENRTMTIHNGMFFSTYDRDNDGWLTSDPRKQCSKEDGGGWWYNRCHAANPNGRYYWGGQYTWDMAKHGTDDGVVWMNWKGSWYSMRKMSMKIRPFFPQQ
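Test system: human clot-derived fibrin DD(E) complex / Quantity: 2 µM final DD(E) protein / Incubation: 10 min plus 3 h, room temperature / Measured by: fluorescence polarization / Benchmarks: high control of 10 µM Aha-Tn7 peptide / Replicates: singlicate testing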
PG9 binder – binds the HIV-1 gp120 antibody PG9; TR-FRET gp120-PG9 antibody binding; inhibition, % at 6.7 µM; 360,000 tested, 0.43% active; in the data active = inhibition above about 8.5%
mABHD4 FP – inhibitors of mouse ABHD4. Q8VD66. purified mABHD4, FP-Rh probe fluorescence polarization. inhibition, % at 8.92 µM. 370,000 tested, 0.54% active. AID 720543;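 active = inhibition exceeding the mean over every tested compound plus 3 SD, cut at about 30% in these data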;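 note: 0% = plate median of compound wells and 100% = S159A mutant with DMSO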
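Test system: mABHD4 protein; Read-out basis: % inhibition; Incubation: 45 min + 60 min at 25 °C; Repeats: single replicate; Technique: fluorescence polarization with parallel and perpendicular emission, 525/598 nm; Compound: 8.92 µM, single dose; Benchmarks: full inhibition S159A mutant plus DMSO, zero as sample-well median.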
HTRA1 inhibitor – blocks human HTRA1 serine peptidase | inhibition, % at 5.96 µM | Q92743 | 340,000 tested, 0.5% active | recombinant HTRA1, FP-rhodamine activity-based probe, fluorescence polarization; in the data active = inhibition above about 36%;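 note: 0% = enzyme with DMSO and 100% = wells lacking enzyme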
LEDGF integ inh – blocks HIV-1 LEDGF/p75-dependent DNA integration; TR-FRET IN-LEDGF/p75 DNA integration, Eu/Cy5; inhibition, % at 3.7 µM; 370,000 tested, 0.64% active; AID 743269;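 active = inhibition above the screen-wide mean plus 3 SD, cut at about 13% in these data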;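 note: signal is the Cy5 over europium emission ratio at 671 and 618 nm; 0% = plate median of compound wells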
UHRF1 binding – blocks human UHRF1 binding to methylated DNA; Q96T88; UHRF1 binding to methylated oligo, TR-FRET; inhibition, % at 4.4 µM; 370,000 tested, 0.75% active; in the data active = inhibition above about 21%;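 note: UHRF1 SRA domain binding a hemimethylated CpG hairpin DNA probe; 0% = median of test compound wells and 100% = reference inhibitor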
TCR-CD3 inh – human TCR-CD3 binding inhibition | TAMRA-labeled TCR probe fluorescence, biochemical | inhibition, % at 9.4 µM | 360,000 tested, 0.37% active | AID 651800; in the data active = inhibition above about 19%;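 note: recombinant mutant TCR 2C K166C tagged with TAMRA read by polarization; 0% = receptor in buffer alone and 100% = receptor with positive control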
PRMT1 inh – inhibitors of human PRMT1; AID 652257; 370,000 tested, 1.3% active; inhibition, % at 2.79 µM; recombinant PRMT1, activity-based probe fluorescence polarization;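 active = inhibition above about 21% made by adding two undisclosed values, limit read from the data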
SIAE inh – human SIAE inhibition, primary screen; Q9HAT2; SIAE FP-Rh probe binding, fluorescence polarization; inhibition, % at 9.66 µM; 370,000 tested, 0.69% active;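 active = inhibition above a cutoff: mean of compounds within the control limits plus 3 SD of those, cut at about 17% in these data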;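 note: 0% = plate median of compound wells and 100% = probe without SIAE protein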
TDP2 absorb – blocks human TDP2 phosphodiesterase activity. inhibition, % at 12.8 µM. 370,000 tested, 0.34% active. AID 720702. O95551. recombinant TDP2, T5PNP hydrolysis, p-nitrophenol absorbance 415 nm;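 active = inhibition above the mean of all tested compounds plus 3 SD, set per campaign, cut at about 25% in these data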;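 note: 0% = DMSO with enzyme and 100% = buffer with substrate but no TDP2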
Target sequence (O95551 whole entry, looked up): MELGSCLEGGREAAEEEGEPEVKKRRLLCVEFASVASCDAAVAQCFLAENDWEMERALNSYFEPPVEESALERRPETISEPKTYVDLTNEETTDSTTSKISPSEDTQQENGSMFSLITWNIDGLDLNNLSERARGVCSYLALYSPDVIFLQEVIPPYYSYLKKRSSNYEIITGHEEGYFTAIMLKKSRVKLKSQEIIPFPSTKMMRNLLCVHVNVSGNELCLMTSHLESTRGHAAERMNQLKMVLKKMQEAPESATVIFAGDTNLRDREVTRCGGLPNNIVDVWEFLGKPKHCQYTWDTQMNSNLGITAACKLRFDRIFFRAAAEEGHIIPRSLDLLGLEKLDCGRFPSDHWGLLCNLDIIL
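Assay system: Recombinant human TDP2 | Quantity: 120 nM TDP2 per well | Incubation: 2 h at 37 °C | Signal: Epi absorbance | Evaluation: Percent inhibition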
Active calls of the source: *; x = no result given.

entry	molecule	DDE Tn7 FP inh	PG9 binder	mABHD4 FP	HTRA1 inhibitor	LEDGF integ inh
1	CCCCn1c(N)c(N(CC)C(=O)C2COc3ccccc3O2)c(=O)[nH]c1=O (configuration not stated)	-11	0.8	-8	-8	1
2	CCOCCCNC(=S)Nc1ccc2nc(N3CCN(CC)CC3)cc(C)c2c1	0	-1.8	-2	1	6
3	CCOC(=S)SCC(=O)Nc1ncc(C)s1	-1	-0.6	9	3	-7
4	CN(C(=O)c1cccc(C#N)c1)c1nnc(-c2ccccn2)s1	6	-2.2	4	6	0
5	Cc1cc(C)c2[nH]c(=O)c(CN(Cc3cccs3)C(=S)NCC3CCCO3)cc2c1 (configuration not stated)	0	0.3	-2	5	0
6	CCCCNC(=O)CNC(=S)N(Cc1cc(OC)c(OC)c(OC)c1)C1CCCC1	-9	-3.5	4	-5	0
7	O=C(N/N=C/c1cccc([N+](=O)[O-])c1)c1cc[n+](CCO)cc1	-1	-0.4	6	7	5
8	COc1cccc(-c2nc(CS(=O)(=O)CC(=O)Nc3ccccc3C)c(C)o2)c1	1	2.6	3	-10	0

entry	UHRF1 binding	TCR-CD3 inh	PRMT1 inh	SIAE inh	TDP2 absorb
1	4	-7	-2	7	-6
2	-2	-7	-5	3	-2
3	5	-5	59*	1	-5
4	22*	4	0	-1	-7
5	1	5	3	2	1
6	3	-1	-1	-6	-25
7	2	-1	-4	3	-1
8	0	3	-2	3	2

Further entries follow:
entry	molecule	DDE Tn7 FP inh	PG9 binder	mABHD4 FP	HTRA1 inhibitor	LEDGF integ inh
9	OC(CC(O)c1ccccc1)c1ccccc1 (configuration not stated)	1	0.1	2	4	-1
10	O=C(Cc1ccccc1Cl)NCCCn1ccnc1	3	-2.3	13	5	-2
11	COc1ccc(C(=O)Nc2cccc(OC(=O)c3ccco3)c2)cc1	-2	-1.1	7	2	0
12	CN(C)S(=O)(=O)n1cc(/C=C(\NC(=O)c2ccccc2F)C(=O)N2CCOCC2)c2ccccc21	3	-1.8	5	8	1
13	C[C@H](CO)N1C[C@H](C)[C@@H](CN(C)S(=O)(=O)c2cn(C)cn2)Oc2ccc(NC(=O)Nc3ccccc3)cc2C1=O	-2	-1.5	6	0	-2
14	NC(=O)c1cc(NC(=O)c2cc(Br)c(Br)s2)cc(C(N)=O)c1	5	-0.2	-80	-85	3
15	COc1ccccc1-n1c(SCC(=O)N2CCCCC2)nc(O)c(Cc2ccccc2)c1=O	8	-0.7	0	16	-5
16	Oc1ccccc1-c1cc(-c2ccc(F)cc2)n[nH]1	3	-0.1	-19	-33	-3

entry	UHRF1 binding	TCR-CD3 inh	PRMT1 inh	SIAE inh	TDP2 absorb
9	1	-2	-1	0	3
10	10	7	-3	-1	6
11	3	-2	-1	-5	-13
12	3	0	4	-3	4
13	-2	-1	-3	-4	-4
14	1	0	0	-89	-6
15	1	-1	7	-2	1
16	1	-11	4	-15	-2

Further results:
entry	molecule	DDE Tn7 FP inh	PG9 binder	mABHD4 FP	HTRA1 inhibitor	LEDGF integ inh
17	NS(=O)(=O)c1ccc(CCNC(=O)CCc2ccccc2)cc1	7	-2.3	2	x	-1
18	Cn1c(CNC(=O)C(Cc2ccccc2)NC(=O)c2ccccc2F)cc(=O)n(C)c1=O (configuration not stated)	-3	-0.4	2	2	-5
19	Cc1cc(N2CCN(C(c3ccnc4ccccc34)c3nnnn3-c3c(C)cccc3C)CC2)c2ccccc2n1 (configuration not stated)	5	-1.4	12	x	0
20	COc1ccc(N2CC(NS(=O)(=O)c3cccnc3)CC2=O)cc1OC (configuration not stated)	2	1.6	1	9	1
21	COc1ccccc1C1(O)CC2CCC(C1)N2S(=O)(=O)c1ccc(C(C)=O)cc1 (configuration not stated)	0	1.5	-14	-6	5
22	CCCC12CN3CC(C)(CN(C1)C3c1ccc3c(c1)OCO3)C2=O (configuration not stated)	-1	1.0	-1	0	0
23	Cc1ccc(C(=O)NNc2ncnc3c2cnn3C)cc1	-1	2.1	5	2	1
24	Cc1ccc(S(=O)(=O)N2CCCC(C(=O)O)C2)s1 (configuration not stated)	-2	1.4	-2	5	-2

entry	UHRF1 binding	TCR-CD3 inh	PRMT1 inh	SIAE inh	TDP2 absorb
17	1	-3	1	-3	0
18	-3	7	0	-8	-9
19	24*	-2	0	-11	6
20	-1	5	0	-1	4
21	10	-7	4	-4	-14
22	2	4	5	-1	13
23	1	0	0	5	-4
24	1	-2	4	0	-5

Entries of single compounds, looked up by structure.
COc1ccc(N2CC(NS(=O)(=O)c3cccnc3)CC2=O)cc1OC (configuration not stated) in the list: DDE Tn7 FP inh = 2; PG9 binder = 1.6; mABHD4 FP = 1; HTRA1 inhibitor = 9; LEDGF integ inh = 1; UHRF1 binding = -1; TCR-CD3 inh = 5; PRMT1 inh = 0; SIAE inh = -1; TDP2 absorb = 4
Cc1cc(N2CCN(C(c3ccnc4ccccc34)c3nnnn3-c3c(C)cccc3C)CC2)c2ccccc2n1 (configuration not stated) in the list: DDE Tn7 FP inh = 5; PG9 binder = -1.4; mABHD4 FP = 12; HTRA1 inhibitor = x; LEDGF integ inh = 0; UHRF1 binding = 24*; TCR-CD3 inh = -2; PRMT1 inh = 0; SIAE inh = -11; TDP2 absorb = 6

Following part:
entry	molecule	DDE Tn7 FP inh	PG9 binder	mABHD4 FP	HTRA1 inhibitor	LEDGF integ inh
25	NC(=O)COc1cccc(/C=N/NC(=O)c2ccc(-n3cccc3)cc2)c1	-2	-0.6	0	-3	5
26	COc1ccc(CCNc2ccc(C(CC(N)=O)NC(=O)c3ccccc3)cc2[N+](=O)[O-])cc1 (configuration not stated)	7	1.5	11	-3	-3
27	CCCCCCCCN1C(=O)N2Cc3cc(OC)ccc3C2CS1(=O)=O (configuration not stated)	-10	x	-3	x	2
28	COc1ccc(C(=O)COC(=O)COc2cccc3c2OC(C)(C)C3)c(OC)c1	-12	-0.6	-6	-12	4
29	CC(CO)(CO)NC(=O)c1ccc(C#Cc2cccc(F)c2)cn1	10	x	-11	x	2
30	CC1C(=O)N2CCCc3cc(NC(=O)C(=O)NCc4cccnc4)cc1c32 (configuration not stated)	4	-0.2	3	-3	0
31	CCc1nc2ccc(C(=O)Nc3ccc4c(c3)OCC(=O)N4)cn2c1N(CC)Cc1cccc(Br)c1	1	0.5	-7	x	5
32	CC(=O)Oc1ccccc1C1=NN(C(=O)/C=C/c2ccccc2)C(c2ccccc2)C1 (configuration not stated)	1	3.2	-11	-4	3

entry	UHRF1 binding	TCR-CD3 inh	PRMT1 inh	SIAE inh	TDP2 absorb
25	-3	-1	-8	-4	4
26	0	1	3	-4	-7
27	1	x	1	5	6
28	3	-6	-4	-2	-17
29	3	x	0	-2	6
30	-1	-1	0	6	-5
31	3	-1	-1	6	-11
32	2	0	-1	-1	-5

Nos. 25 to 28 of the list above:
entry	molecule	DDE Tn7 FP inh	PG9 binder	mABHD4 FP	HTRA1 inhibitor	LEDGF integ inh
25	NC(=O)COc1cccc(/C=N/NC(=O)c2ccc(-n3cccc3)cc2)c1	-2	-0.6	0	-3	5
26	COc1ccc(CCNc2ccc(C(CC(N)=O)NC(=O)c3ccccc3)cc2[N+](=O)[O-])cc1 (configuration not stated)	7	1.5	11	-3	-3
27	CCCCCCCCN1C(=O)N2Cc3cc(OC)ccc3C2CS1(=O)=O (configuration not stated)	-10	x	-3	x	2
28	COc1ccc(C(=O)COC(=O)COc2cccc3c2OC(C)(C)C3)c(OC)c1	-12	-0.6	-6	-12	4

entry	UHRF1 binding	TCR-CD3 inh	PRMT1 inh	SIAE inh	TDP2 absorb
25	-3	-1	-8	-4	4
26	0	1	3	-4	-7
27	1	x	1	5	6
28	3	-6	-4	-2	-17

Continuation.
entry	molecule	DDE Tn7 FP inh	PG9 binder	mABHD4 FP	HTRA1 inhibitor	LEDGF integ inh
33	CCC1CCCCN1CCN1C(=O)C2C(C(=O)Nc3cccc(OC)c3)C3C=CC2(O3)C1C(=O)NC1CCCCC1 (configuration not stated)	6	0.5	5	-7	2
34	C/C(=C\c1ccccc1)C(=O)Nc1ccc(Cl)cn1	6	0.2	-3	-3	3
35	Cc1ccccc1-c1nc(CN2CCC(C(=O)NCCCN3CC(C)CC(C)C3)CC2)c(C)o1 (configuration not stated)	0	-0.1	4	4	0
36	CC1Cc2ccccc2N1C(=O)CCn1c(=O)sc2ccccc21 (configuration not stated)	4	1.5	-10	-12	0
37	CC(=O)Nn1c(COc2ccccc2C)nc2ccccc2c1=O	-8	-1.6	-2	1	-2
38	COc1ccc(CN(C)C(=O)C2CCN(S(=O)(=O)c3cccs3)CC2)cc1F	-2	0.0	0	10	-4
39	O=C(OCC#CCSc1nnc(-c2cccc3ccccc23)o1)c1ccccc1	4	x	-15	x	0
40	Cc1cc(C)n(CC(O)COc2ccccc2)n1 (configuration not stated)	-6	1.3	4	-3	1

entry	UHRF1 binding	TCR-CD3 inh	PRMT1 inh	SIAE inh	TDP2 absorb
33	1	-2	0	-3	-10
34	1	2	2	-4	-4
35	0	0	0	-2	11
36	7	1	-1	-4	-10
37	-3	11	-2	0	5
38	0	2	-2	-1	4
39	-2	x	2	-5	5
40	-1	-8	0	1	1

The list continues.
entry	molecule	DDE Tn7 FP inh	PG9 binder	mABHD4 FP	HTRA1 inhibitor	LEDGF integ inh
41	CCCN1CC(=O)N2[C@H](C[C@@]3(n4ccc5ccccc54)c4ccccc4N(S(=O)(=O)c4ccccc4)[C@@H]23)C1=O	-5	x	6	x	3
42	CC(C)NC(=O)C1(c2ccccc2)CCOCC1	-5	0.9	7	-4	-4
43	COc1ccc(-c2noc(CNC(=O)CCN3C(=O)[C@H]4CC=CC[C@H]4C3=O)n2)cc1	2	1.0	-6	-13	2
44	O=C(CCOc1ccccc1)NCC(c1ccco1)N1CCCCC1 (configuration not stated)	3	-1.1	2	0	-1
45	CCOP(=O)(OCC)C(Cc1ccc(OC)c(OC)c1)N=C(c1ccccc1)c1ccccc1 (configuration not stated)	4	-0.5	-5	x	4
46	Nc1cc(=O)[nH]c(=O)n1CCCc1ccccc1	7	-2.1	0	7	4
47	CN1CCC(=NNC(=O)c2cn(-c3ccccc3)nc2-c2ccccc2)CC1	3	0.2	-29	-59	3

entry	UHRF1 binding	TCR-CD3 inh	PRMT1 inh	SIAE inh	TDP2 absorb
41	1	x	-4	-1	-13
42	-1	3	-3	6	13
43	-4	1	-1	3	21
44	-1	5	-1	8	7
45	7	2	1	8	-4
46	-3	8	-3	1	-4
47	-5	-4	-3	-2	11
